# TTR transcr act: increases transthyretin transcription. 92,000 compounds, 1.3% hits. activation, % at 16.7 µM. AID 1117267. SH-SY5Y TTR promoter Gaussia luciferase, luminescence; 100% = recombinant luciferase protein wells;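 active = activation above the mean of all tested compounds plus 3 SD, cut at about 9.5% in these data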;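 also: cells exposed to compounds for one day before reading; 0% = median of all test compound wells on the plate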
# An asterisk follows results filed as active. The list is partial; count on the stated rates, not on these rows.
SMILES,TTR transcr act
O=C1NC(=O)/C(=C/c2ccc(-c3cc(C(=O)O)ccc3Cl)o2)S1,-1.8
COc1ccccc1CNC(=O)CCCC(=O)n1nc(C)c2ccccc21,0.1
Cc1nn(-c2ccccc2)c(Oc2ccc(F)cc2)c1/C=N/n1cnnc1,2.9
O=C(O)CNC(=O)C1(N2C(=O)c3ccccc3C2=O)CCCC1,0.2
CN(/C(=N/S(=O)(=O)c1cccs1)c1ccccc1)c1ccccc1,2.2
C=C1C(=O)OC2C1CCC(C)C1C=CC(=O)C12C (stereo not given),-4.3
COc1cc(/C=N/NC(=O)CSc2ccccn2)ccc1OC(C)C,1.1
CCC(Oc1ccccc1F)C(=O)Nc1ccc2c(c1)n(C)c(=O)n2C (stereo not given),3.4
CN(C1CCCCC1)S(=O)(=O)c1cccc(C(=O)OCC(=O)NC2CCCc3ccccc32)c1 (stereo not given),0.1
O=C(Nc1ccc(Cl)cn1)C1C(c2ccccc2)C1(Cl)Cl (stereo not given),-0.2
COCCOc1nc2ccccc2nc1C,1.9
CCOc1ccc2nc(Cl)c(CN(C(=O)c3cnccn3)C3CCCC3)cc2c1,1.7
CCOc1ccccc1C(=O)Nc1ccsc1C(=O)OC,1.0
CC(=O)OC1C(OC(C)=O)C2C(C)CC3OC(=O)C(C)C3CC2(C)C1OC(C)=O (stereo not given),0.9
CC(C)(O)C#Cc1ccc(C(=O)N2CCN(c3ccc([N+](=O)[O-])cc3)CC2)cc1,-1.5
Cn1c(N)c(C(=O)c2cc(-c3ccccn3)nc3ccccc23)c(=O)[nH]c1=O,-1.2
CCC(C)NCCOCCOc1ccc(Br)cc1C (stereo not given),4.0
O=C(CCN1CCOCC1)c1ccccc1,-2.1
CC(C)N1CCCC(C)(C(=O)Nc2ccccc2)C1 (stereo not given),-1.5
O=C(O)CCCC(=O)Nc1ccn(-c2ccccc2)n1,0.0
Cc1cccc2cc(CNC3CCCC3)c(Cl)nc12,-2.7
Cn1cnnc1SCC(=O)Nc1cccc(S(=O)(=O)N2CCCCCC2)c1,4.0
C/C=C/C=C/C(=O)[C@@H]1[C@@H]([C@]2(C)OC(=O)C(C)=C2O)[C@H]2/C(=C(O)/C=C/C=C/C)C(=O)[C@]1(C)C(=O)C2(C)O (stereo not given in full),-0.3
Cc1c(Cl)cccc1NC(=O)c1ncn[nH]1,-1.0
Nc1ccccc1Sc1cc(Cl)nnc1Cl,0.2
COc1ccc(C(c2nnnn2Cc2cccs2)N2CCN(c3ccccc3)CC2)cc1OC (stereo not given),-1.5
COc1ccccc1Oc1ccc(NC(=O)Cc2ccccc2)cc1,1.3
CC(C)CC(=O)Nc1ccc([N+](=O)[O-])cc1Cl,-1.0
COc1ccc(C2c3ccc(O)cc3Oc3ncn4nc(-c5ccncc5)nc4c32)cc1OC (stereo not given),-1.4
CCc1ccc(NC(=O)C(C)OC(=O)c2ccc(N3CCCC3)c([N+](=O)[O-])c2)cc1 (stereo not given),-0.3
CCCCCCCC(=O)N[C@H]1CC[C@@]23CCCN2C(=O)CCC[C@H]3[C@H]1CCC,0.0
COc1cc(/C=N/Nc2nc(C)cc(C)n2)ccc1OC(=O)c1ccco1,0.4
CCc1cccc(C)c1NC(=O)C1=C(C(=O)O)CCCC1,-1.2
CSc1ccccc1NC(=O)CSc1nnnn1-c1ccccc1SC,7.4
CCOc1ccc(C(=O)Nc2cc(-c3nc4ccccc4[nH]3)ccc2Cl)cc1[N+](=O)[O-],-2.2
CC1(/[N+]([O-])=C/c2ccccc2F)CCCCC1=O (stereo not given),0.2
CCC1C(=O)CC(c2ccccc2)NC1c1ccccc1 (stereo not given),-1.1
N/C(CC(=O)Nc1ccc(F)c(Cl)c1)=N\OC(=O)c1cccs1,0.8
CC1CCC/C(=N\NC(=S)NCc2ccccc2)C1 (stereo not given),-1.6
Cc1ccc(S(=O)(=O)N(CC(O)CN2C(=O)NC(C)(C)C2=O)c2cccc(C)c2)cc1 (stereo not given),-1.2

# 14 compounds already listed, ordered by formula weight, falling:
SMILES,TTR transcr act
C/C=C/C=C/C(=O)[C@@H]1[C@@H]([C@]2(C)OC(=O)C(C)=C2O)[C@H]2/C(=C(O)/C=C/C=C/C)C(=O)[C@]1(C)C(=O)C2(C)O (stereo not given in full),-0.3
COc1ccc(C(c2nnnn2Cc2cccs2)N2CCN(c3ccccc3)CC2)cc1OC (stereo not given),-1.5
COc1ccc(C2c3ccc(O)cc3Oc3ncn4nc(-c5ccncc5)nc4c32)cc1OC (stereo not given),-1.4
CCOc1ccc(C(=O)Nc2cc(-c3nc4ccccc4[nH]3)ccc2Cl)cc1[N+](=O)[O-],-2.2
CSc1ccccc1NC(=O)CSc1nnnn1-c1ccccc1SC,7.4
COc1cc(/C=N/Nc2nc(C)cc(C)n2)ccc1OC(=O)c1ccco1,0.4
N/C(CC(=O)Nc1ccc(F)c(Cl)c1)=N\OC(=O)c1cccs1,0.8
CCc1cccc(C)c1NC(=O)C1=C(C(=O)O)CCCC1,-1.2
CCC1C(=O)CC(c2ccccc2)NC1c1ccccc1 (stereo not given),-1.1
CC1CCC/C(=N\NC(=S)NCc2ccccc2)C1 (stereo not given),-1.6
Nc1ccccc1Sc1cc(Cl)nnc1Cl,0.2
CC(C)CC(=O)Nc1ccc([N+](=O)[O-])cc1Cl,-1.0
CC1(/[N+]([O-])=C/c2ccccc2F)CCCCC1=O (stereo not given),0.2
Cc1c(Cl)cccc1NC(=O)c1ncn[nH]1,-1.0

# The list goes on.
SMILES,TTR transcr act
COC(=O)c1ccc(Cn2ccc3ccc(-c4ccc5ccn(C(=O)c6ccc(C)cc6)c5c4)cc32)cc1,-1.2
COc1ccc(O)c(C(=O)c2cc(C#N)c(=O)n(-c3ccc(Cl)cc3)c2)c1,3.6
COc1ccc(CN2C(=O)[C@@](O)(c3cccn3C)c3cc(Br)ccc32)cc1,-1.9
CCCOc1ccc(C(=O)NC(C)C(=O)O)cc1 (stereo not given),2.3
COC(=O)[C@]1(C)N[C@H](CN(C)C(=O)Nc2ccc(C(F)(F)F)cc2)[C@@H]2C(=O)N(C)C(=O)[C@@H]21,-1.3
CCS(=O)(=O)c1ccc(O)c(NC(=O)Nc2ccccc2OC)c1,-1.6
COc1cc(C(=O)OCC2CC(c3ccccc3)=NO2)cc(OC)c1OC (stereo not given),-1.1
c1ccc(OCc2nn3c(-c4n[nH]c5c4CCC5)nnc3s2)cc1,0.7
CC(=O)c1ccc(N(C(=O)c2csnn2)C(C(=O)NC(C)(C)C)c2cccs2)cc1 (stereo not given),-0.7
O=C(CN1CCCC1)OCCCc1ccccc1,0.7
O=C1CCN(Cc2ccccc2)C=C1c1ccc(C(F)(F)F)cc1,0.8
Cc1ccc(C(=O)C2=C(O)C(=O)N(CC3CCCO3)C2c2ccccc2F)o1 (stereo not given),0.3
O=c1cc(-c2ccccc2)nc(SCc2ccccc2)[nH]1,1.4
CSc1c(SCc2ccccc2)cnn(Cc2ccccc2)c1=O,-1.7
CCOc1[nH]n(-c2ccccc2)c(=O)c1C=Nc1ccccc1,1.7
CC(C)(C)OC(=O)N1CCC[C@H]1c1nnc(SCc2cccc(Cl)c2)o1,2.2
CC(C)Nc1ccc(C(CC(N)=O)NC(=O)Cc2ccc(Cl)cc2)cc1[N+](=O)[O-] (stereo not given),-3.2
Cc1cc(=O)[nH]c(SCCCOc2ccc3c(c2)CCC3)n1,0.2
COC(=O)[C@]12C[C@H](CC(=O)NCC3CCCCC3)C(=O)N(Cc3ccc(Cl)cc3Cl)C1=C[C@H](COCc1ccccc1)O[C@@H]2C,-0.9
CS(=O)(=O)c1ccc(Cl)c(NC(=O)C2CCN(S(=O)(=O)c3cccs3)CC2)c1,0.9
C/C(=N\NC(=O)C1CCCC1)c1ccc(C(C)C)cc1,-1.6
Cc1ccccc1CN1CCCCC(NC(=O)C2CCCCC2)C1=O (stereo not given),-0.5
CC[C@@]12C(=O)N(c3cccc(Br)c3)C(=O)N1[C@H](c1cccc(C)c1)[C@@H]1C(=O)N(Cc3ccccc3)C(=O)[C@@H]12,-4.4
CCN1C(=O)c2cccc3c(S(=O)(=O)N4CCC(C)CC4)ccc1c23,0.2
O=C(Nc1ccccc1)Nc1c(-c2ccc(F)cc2)nc2ncccn12,1.6
CCOC(=O)C1=C(O)C(=O)N(Cc2ccc(C(C)(C)C)cc2)CC1,2.2
Cc1ccc(-n2ncc(N(C)C)c(Cl)c2=O)cc1,0.0
O=C1c2sc3nc4c(c(=O)n3c2C(=O)N1c1ccccc1)CCC4,2.7
CC(CN1C(C)CCCC1C)OC(=O)c1ccc(Cl)cc1Cl (stereo not given),0.8
COC(=O)CCN(C(=O)c1ccc([N+](=O)[O-])cc1)c1ccccn1,1.3
COc1ccc(C(=O)N/C(=C\c2cn(S(=O)(=O)N(C)C)c3ccccc23)C(=O)NCCN2CCOCC2)cc1,0.6
CCOC(=O)C1CCCN(c2c(NCCCN(C)c3ccccc3)c(=O)c2=O)C1 (stereo not given),-0.1
CC(C)CCn1c(COc2ccccc2)nn(CCC#N)c1=S,4.5
C[C@@H]1CCCCCCCCC(=O)OCCN(C(=O)OC(C)(C)C)[C@H](C)CCCCCCCCC(=O)OCCN(C(=O)OC(C)(C)C)[C@H](C)CCCCCCCCC(=O)OCCN(C(=O)OC(C)(C)C)[C@H](C)CCCCCCCCC(=O)OCCN1C(=O)OC(C)(C)C,19.0*
Cc1ccc(OCCCCN(C)Cc2ccccc2)c(Br)c1,-0.4
CN(C)Cc1n[nH]c(=O)c2ccccc12,26.2*
CCN(Cc1ccccc1)Cc1ccc(OCc2ccccc2)cc1,0.0
O=C(COC(=O)c1cc(Br)ccc1O)NNC(=O)c1cccs1,0.9
Cc1nc2ccccn2c1/C(O)=C1\C(=O)C(=O)N(CCN2CCOCC2)C1c1cccnc1 (stereo not given),1.8
Cn1c(N)c(C(=O)COC(=O)Cc2ccc(Cl)cc2)c(=O)n(C)c1=O,-0.6

# As a short view, part of the list above.
SMILES,TTR transcr act
CCN(Cc1ccccc1)Cc1ccc(OCc2ccccc2)cc1,0.0
O=C(COC(=O)c1cc(Br)ccc1O)NNC(=O)c1cccs1,0.9

# Remaining list, next part.
SMILES,TTR transcr act
CCOC(=O)N1CC(C)N(C(=S)Nc2ccccc2)CC1C (stereo not given),2.0
CCOC(=O)c1cc2c(c(-c3ccccc3)n1)[C@H](CCO)N(S(=O)(=O)C(C)(C)C)C2,-0.8
COc1cccc(C(=O)N2[C@H](COCc3ccccc3)C=CS2(=O)=O)c1,-0.3
CC(C)[C@H](NC(=O)c1ccco1)C(=O)OCC(=O)Nc1ccc(F)cc1,-0.7
N#Cc1cccc(NC(=O)CN2NS(=O)(=O)c3ccccc3C2=O)c1,10.8*
Cn1ncc2c(N3CCN(c4ccc(Cl)c(Cl)c4)CC3)ncnc21,0.8
Cc1cc(C)c(CN2CCN(C(=O)Cn3cnc4c(OCc5ccccc5)ncnc43)CC2)c(C)c1,-4.7
Cc1nn(-c2ccccc2)c(C)c1NC(=O)COC(=O)c1ccc(O)cc1O,-1.1
N#CC(c1ccccc1)c1ccc(C(=O)c2ccc(F)cc2)cc1 (stereo not given),-3.4
CCOC(=O)C1(C)C=C(Nc2ccc(OCC)cc2)C(=O)N1c1ccccc1 (stereo not given),0.1
CC1(C(=O)NS(=O)(=O)C2CC2)CCN(C(=O)c2cccc(Cl)c2)C1 (stereo not given),-2.0
COc1ccc(C(CNC(=O)c2ccc(-c3ccccc3Cl)o2)N2CCOCC2)cc1 (stereo not given),-2.9
CCOCCSC1=C(C#N)C(c2cccs2)C(C(C)=O)=C(C)N1 (stereo not given),-0.3
CC(=O)c1cccc(N(C(=O)CNC(=O)c2ccco2)C(C(=O)NC2CCCC2)c2ccc(C)o2)c1 (stereo not given),1.6
Cc1cccc(NS(=O)(=O)c2ccc(C(=O)NCC3(N4CCCCC4)CCCCC3)cc2)c1C,-1.8
O=C(N/N=C/c1cn(-c2ccccc2)nc1-c1cccs1)c1ccc(Cl)cc1,-3.0
COc1ccccc1Oc1ccc(NC(=O)c2ccccc2)cc1,6.1
COC(=O)c1[nH]nc2c1C(=O)N(Cc1ccccc1)C2=O,1.6
C[C@@H]1NC(=O)[C@H](CCC(=O)O)NC(=O)c2cc([N+](=O)[O-])cc(F)c2NCCC[C@@H](C(N)=O)NC1=O,3.1
O=C(COc1ccc(Cl)cc1Cl)NNC(=O)c1cccnc1,-0.8
O=C(CSc1ccccn1)Nc1nncs1,1.0
COCCOc1ccc(C(F)(F)F)cc1NC(=O)c1ccc(C(F)(F)F)cc1,-0.3
COC(=O)[C@@]1(Cc2ccccc2)[C@H]2C(=O)N(Cc3ccccc3)C(=O)[C@H]2[C@H]2CN=C(SC)N21,0.5
O=C(NNC(=O)c1cccnc1)Nc1cccc(Cl)c1Cl,0.6
COc1ccccc1N=Nc1nc(-c2ccccc2)c(-c2ccccc2)[nH]1,-3.0
NC(=S)N/N=C/c1coc2ccc(Cl)cc2c1=O,-1.1
O=C(Nc1ccccc1)N1CCN(c2nc(-c3ccccc3)ns2)CC1,-0.3
CN1CCN(c2ccc(-c3csc(N4CCC(C(N)=O)CC4)n3)cc2)CC1,-0.3
COc1cccc(NC(=O)C2(C)CCN2CCc2ccccc2)c1 (stereo not given),0.7
COC(=O)CCCC1=CC2=C(c3ccccc3)C(=O)C(C)(OC(=O)C3CCCC3)C(=O)C2=CN1CCc1c[nH]c2ccccc12 (stereo not given),2.3
CC(C)CC1NC(=O)c2cc3ccccc3cc2-n2c1nc1ccc(F)cc1c2=O (stereo not given),-2.0
COc1cc(Cl)c(C)cc1NC(=O)CSC,-1.1
Cc1ccc(C(=O)COc2ncnc3cc(Cl)ccc23)cc1,-1.1
Cc1ccc(C)c(NC(=S)N2CCN(c3ccccn3)CC2)c1,3.4
COc1ccc(CN(C)C(C)C(=O)NC2CCCc3ccccc32)cc1 (stereo not given),1.1
COc1ccccc1OCc1ccc(C(=O)Nc2ccncc2)o1,-3.3
N#C/C(=C1/CCCCCN1)c1nnc2n1CCCCC2,-0.8
CC1CC(=O)Nc2ccccc2N1S(=O)(=O)c1cccc(F)c1 (stereo not given),6.2
Cc1cc(C)c2cc(CN(CCO)C(=O)Nc3ccc(Cl)cc3)c(=O)[nH]c2c1,-7.0

# Bioassay records deposited in PubChem by The Scripps Research Institute Molecular Screening Center.
